Htt clearance: mutant huntingtin protein clearance | HeLa Exon1htt(103Q)mCFP, aggregate imaging; zero = plate's median compound well | inhibition, % at 1.5 µM | 47,000 compounds, 0.42% hits;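 active = inhibition of aggregate fluorescence above about 70%, also judged a hit by eye on the cell image, limit read from the data, passing the limit was not always enough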;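 note: cells exposed to compound for three days before fixation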
Htt clearance grain fraction: also measured in Htt clearance; calls as there; fraction fluorescence in grains; measured here: aggregate grain fluorescence fraction; hits give low values;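 scaled fraction of total cell fluorescence in grains with unit not stated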
* marks the source's active call; other numbers are inactive results.

> COCCCNC(=O)C1CC(=O)N(Cc2ccc(OC)cc2)C1 (stereo not drawn)
  Htt clearance = 26.1; Htt clearance grain fraction = 15.1
> CCN(C(=O)C1CCCCC1)c1nnc(-c2cccnc2)s1
  Htt clearance = 13.6; Htt clearance grain fraction = 25.3
> CC(=NCc1ccccc1)C1=C(O)COC1=O
  Htt clearance = 24.8; Htt clearance grain fraction = 25.6
> COc1ccc(-c2cc(C(=O)NCCc3ccccc3)no2)cc1OC
  Htt clearance = -5.8; Htt clearance grain fraction = 17.6
> CCOc1ccc(C(=O)Nc2c(C(N)=O)oc3ccccc23)cc1
  Htt clearance = 20.6; Htt clearance grain fraction = 15.6
> COc1ccc(NC(=O)C(=O)NCCN2CCN(C(=O)c3cccs3)CC2)cc1
  Htt clearance = 7.1; Htt clearance grain fraction = 18.4
> CCCc1nc2ccc(NC(=O)c3ccco3)cc2c(=O)n1Cc1ccc(Cl)cc1
  Htt clearance = -43.7; Htt clearance grain fraction = 62.4
> CC1CCCC(C(=O)OCc2ccccc2)N1 (stereo not drawn)
  Htt clearance = -25.4; Htt clearance grain fraction = 24.2
> O=C(c1cnc2n(c1=O)CCS2)N1CCN(c2ccccc2F)CC1
  Htt clearance = -18.9; Htt clearance grain fraction = 57.5
> O=c1c2ccccc2nnn1CSc1nnnn1-c1ccccc1
  Htt clearance = 24.5; Htt clearance grain fraction = 30.4
> Cc1sc2nc(SCC(=O)Nc3c(C)n(C)n(-c4ccccc4)c3=O)n(C)c(=O)c2c1C
  Htt clearance = -12.3; Htt clearance grain fraction = 18.3
> CCCCC(C(=O)O)C(C)CC(=O)Nc1ccn(-c2ccccc2)n1 (stereo not drawn)
  Htt clearance = 38.9; Htt clearance grain fraction = 22
> NC(=O)C1CCN(C(=O)CN2CCc3ccccc32)CC1
  Htt clearance = -4.7; Htt clearance grain fraction = 18
> C=CCOc1ccc2c(c1)c(S(=O)(=O)c1ccc(C)cc1)cn2COC
  Htt clearance = 38.0; Htt clearance grain fraction = 13.7
> O=C1CC(N2CCOCC2)C(=O)N1c1cccc(Cl)c1 (stereo not drawn)
  Htt clearance = -15.9; Htt clearance grain fraction = 44.2
> CN1CCc2ccccc2C1C1CCNCC1 (stereo not drawn)
  Htt clearance = 11.8; Htt clearance grain fraction = 19.3
> COc1ccc(S(=O)(=O)N2CCCC2C(=O)Nc2nccs2)cc1 (stereo not drawn)
  Htt clearance = -48.9; Htt clearance grain fraction = 24.9
> Cc1cc(=O)oc2c(N)c(O)ccc12
  Htt clearance = -27.3; Htt clearance grain fraction = 63.2

5 compounds from above, sorted by molar mass, lowest first.
> CC(=NCc1ccccc1)C1=C(O)COC1=O
  Htt clearance = 24.8; Htt clearance grain fraction = 25.6
> CCN(C(=O)C1CCCCC1)c1nnc(-c2cccnc2)s1
  Htt clearance = 13.6; Htt clearance grain fraction = 25.3
> C=CCOc1ccc2c(c1)c(S(=O)(=O)c1ccc(C)cc1)cn2COC
  Htt clearance = 38.0; Htt clearance grain fraction = 13.7
> COc1ccc(NC(=O)C(=O)NCCN2CCN(C(=O)c3cccs3)CC2)cc1
  Htt clearance = 7.1; Htt clearance grain fraction = 18.4
> CCCc1nc2ccc(NC(=O)c3ccco3)cc2c(=O)n1Cc1ccc(Cl)cc1
  Htt clearance = -43.7; Htt clearance grain fraction = 62.4

High-throughput results: PubChem BioAssay, Columbia University Molecular Screening Center

These rows are one share of the data. The share of hits here may be higher or lower than overall.
